mcGAS RapidFire – blocks mouse cGAS cGAMP production. recombinant mouse cGAS, cGAMP by RapidFire MS. 0.18% of 130,000 active. inhibition, % at 12.5 µM. Q8C6L5;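 active means inhibition of cGAS enzyme activity at or above 60%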;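 further: enzyme stimulated by 45 bp dsDNA with ATP and GTP substrates; cGAMP share of summed cGAMP plus half ATP and half GTP signals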
Target sequence (Q8C6L5 whole entry, looked up): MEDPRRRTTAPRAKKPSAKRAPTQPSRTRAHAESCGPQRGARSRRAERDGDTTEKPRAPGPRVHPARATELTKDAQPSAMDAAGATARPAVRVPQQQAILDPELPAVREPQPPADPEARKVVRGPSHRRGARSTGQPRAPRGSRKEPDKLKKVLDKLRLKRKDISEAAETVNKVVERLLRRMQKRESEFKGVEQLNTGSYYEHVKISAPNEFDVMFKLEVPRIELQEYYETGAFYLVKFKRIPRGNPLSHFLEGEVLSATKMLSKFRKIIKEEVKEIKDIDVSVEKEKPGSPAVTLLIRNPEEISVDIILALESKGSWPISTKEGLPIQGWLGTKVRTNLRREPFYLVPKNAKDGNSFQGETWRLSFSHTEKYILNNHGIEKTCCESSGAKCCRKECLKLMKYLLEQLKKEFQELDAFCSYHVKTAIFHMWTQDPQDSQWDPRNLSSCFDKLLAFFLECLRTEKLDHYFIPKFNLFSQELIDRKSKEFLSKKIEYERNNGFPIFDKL
The depositor's hits bear a star; & = joins results of further samples. The list is partial; the hit share may differ from the screen's.

Preview, 3 compounds:
SMILES	mcGAS RapidFire
Cc1noc(C)c1C1CCCN1C(=O)c1cccc2c1OCC2 (stereo unspecified)	-11
Cc1nc(SCC(C)C)c2c3c(sc2n1)CCC3	-23
CC(C)=CC(=O)N1CCCC(N2CCN(c3ccccc3C)CC2)C1 (stereo unspecified)	-2

All compounds of this part, repeating the preview:
SMILES	mcGAS RapidFire
Cc1noc(C)c1C1CCCN1C(=O)c1cccc2c1OCC2 (stereo unspecified)	-11
Cc1nc(SCC(C)C)c2c3c(sc2n1)CCC3	-23
CC(C)=CC(=O)N1CCCC(N2CCN(c3ccccc3C)CC2)C1 (stereo unspecified)	-2
Brc1ccc(CNCCn2cnnc2C2CC2)cc1	-12
O=C(CN1C(=O)COc2ccc(Cl)cc21)Nc1nc2c(s1)CCC2	-9
Cc1ccc2cc(CCNC(=O)c3ccccc3)c(=O)[nH]c2c1C	-4
CN(Cc1ccc(-n2cccn2)cc1)C(=O)C(=O)c1cccs1	-21
CC1C(=O)NCCN1c1nc(-c2ccccn2)nc2c1CCC2 (stereo unspecified)	-6
CC(NC(=O)c1cccnc1-n1cncn1)c1ccc(Br)cc1 (stereo unspecified)	1
CNc1ccccc1C(=O)N1CCC2(CC1)C(=O)NCCN2C	-10

Next section, overlapping the part above by 5 compounds.
SMILES	mcGAS RapidFire
Cc1ccc2cc(CCNC(=O)c3ccccc3)c(=O)[nH]c2c1C	-4
CN(Cc1ccc(-n2cccn2)cc1)C(=O)C(=O)c1cccs1	-21
CC1C(=O)NCCN1c1nc(-c2ccccn2)nc2c1CCC2 (stereo unspecified)	-6
CC(NC(=O)c1cccnc1-n1cncn1)c1ccc(Br)cc1 (stereo unspecified)	1
CNc1ccccc1C(=O)N1CCC2(CC1)C(=O)NCCN2C	-10
CC1CCc2c(sc3nc(SCC4CCCO4)[nH]c(=O)c23)C1 (stereo unspecified)	-13
CC(=O)NC(C(=O)NCCc1cc(C)n(-c2ccccc2)c1C)C(C)C (stereo unspecified)	1
CC(C)Cc1ncc2c(n1)CN(C(=O)c1ccc(F)c(Cl)c1)C2	-9
CC(C)C(=O)NCCNC(=O)Cc1ccc(Cl)c(Cl)c1	-1
Cc1ccc(CNC(=O)NCC(=O)NC(C)c2ccc(F)cc2F)cc1 (stereo unspecified)	-1
N#Cc1cn2ncnc2nc1N	-1
O=C(c1ccno1)N(CCN1CCOCC1)c1nc2c(Cl)cccc2s1	1
O=C(CCCOc1ccccc1)N1CCC(c2ccc(F)cc2)CC1	13
CCOc1ccc(NC(=O)c2sc3nc4c(cc3c2N)C(=O)CC(C)(C)C4)cc1	-8
CN(C)c1ccc(-c2cc(C(N)=O)ccn2)cc1	-8
O=C1CNC(=S)N1CCC(c1ccccc1)c1ccccc1	-10
C=CCOc1cccc(CN(C)C(=O)[C@@H]2C[C@H](N)CN2C)c1	4
COCc1nc(NC(C)CCc2ccco2)c2cnn(C)c2n1 (stereo unspecified)	-9
CCCn1cc(NC(=O)c2sccc2-c2ccccc2)ccc1=O	-15
CC(C)(C)n1nc(C(=O)Nc2ccccc2C#N)cc1C1CC1	-6
O=C(NCC1CC2C=CC1C2)c1cc(=O)c(OCc2ccccc2)c[nH]1 (stereo unspecified)	4
Cc1ocnc1C(=O)NCc1cccnc1N1CCCCCCC1	-5
O=C(c1cccc(Cl)c1)N1CCCC(OCc2cccc(OC(F)(F)F)c2)C1 (stereo unspecified)	-4
O=C(CCCl)NC(c1ccccc1)c1ccccc1	4
CCN(CC)c1ccc(NC(=O)CCc2c(C)nn(-c3nc(C)cc(=O)[nH]3)c2C)c(C)c1	-4
COCCC1CCCCN1C(=O)c1ccc(-n2cnnc2)cc1 (stereo unspecified)	-14
Cc1cccc(OCC2CCCN(c3ccc(-c4nccn4C)nn3)C2)c1 (stereo unspecified)	-3
CCN(CC)CCC1S(=O)(=O)CC(c2ccccc2)CS1(=O)=O (stereo unspecified)	19
CC(C)(C)OC(=O)n1ccc(CCCCCO)c1	0
CCN(Cc1cnn(CC)c1)C(=O)C/C=C/c1ccccc1	0
CC1CC(NC(C)c2ccc(-c3cncnc3)cc2)C(=O)O1 (stereo unspecified)	7
Cc1nn(C)c(C)c1NC(=O)c1ccc(S(C)(=O)=O)cc1	-17
Cc1ccccc1-n1nccc1NC(=O)CCOC(C)C	0
O=C(CCn1nnc2ccccc21)Nc1cnc2n1CCCC2	3
COc1cc(C)c(Cc2cnc(N)nc2N)cc1OC	-2
Cc1ccc(C(=O)Nc2cccc3c2C(=O)NC3=O)cc1C	5
CCOc1ccccc1-n1c(=O)[nH]c2c(C(N)=O)nc(CCc3ccccc3)nc21	-2
Cn1cnc2c(nnn2C)c1=O	6
O=C(c1cnc(CN2CCCC2)s1)N1CCCC(Nc2ccccc2)C1 (stereo unspecified)	-6
CCOC(=O)/C(=N/Nc1ccccc1)S/C(=N/Nc1ccccc1)C(=O)OCC	-4
Clc1ccc(COc2c(Cl)cc(Cl)cc2/C=N\n2cnnc2)cc1	-18
O=c1oc2ccccc2n1CCN1CCN(S(=O)(=O)c2cc(F)ccc2F)CC1	2
CCCn1nnc(NC(=O)c2cccc(-c3cc4ccccc4oc3=O)c2)n1	-4
COCCNC(=S)NN=Cc1ccc(C)s1	-12
CSCc1noc(Cn2cnnc2)n1	-29
Cc1cn2c3c(=O)n(CC(C)C)c(=O)n(C)c3nc2n1C1CCCCC1	2
Cc1cn(CCNc2nc(C3CCCC3)nc3c2CNC3)nn1	-6
C[C@@H]1CN(CCCn2c3ccccc3c3ccccc32)C[C@H](C)N1	2
NC(=S)Nc1nc2ccccc2s1	1
NCC1(N2CCCCC2)C2CC3CC(C2)CC1C3 (stereo unspecified)	-22
Cc1cc(O)cc(=O)n1C(C)C(=O)NCc1ccc2c(c1)OCCCO2 (stereo unspecified)	1
Cc1cc2c(N=NC(=O)COc3ccccc3)c(O)[nH]c2cc1Br	-3
O=C(Nc1c(F)cccc1F)N1CCC(c2ccccc2)C1 (stereo unspecified)	-3
CN1CCNC(=O)C12CCN(C(=O)c1cc(=O)c3ccccc3[nH]1)CC2	-18
O=C(Nc1ccc(Cl)cc1)N1CCC1c1ccccc1F (stereo unspecified)	-10
Remaining list, next part
SMILES	mcGAS RapidFire
O=C(Nc1ccc(F)c(F)c1)c1ccc(Br)o1	-3
CC(=O)N1CCCn2nc(C(=O)NCCNc3ncccc3C)cc2C1	-13
Cc1ccc(-c2cc(C(=O)O)n(-c3cccc(Cl)c3)n2)o1	2
CSCCC(NC(=O)c1ccco1)C(=O)NCC(F)(F)F (stereo unspecified)	-8
COc1ccccc1CCN1CCC(CN(C)C(=O)c2ccc(F)c(Cl)c2)CC1	-7
Cc1ccc(S(=O)(=O)NCCNc2ccc(Nc3ccccn3)nn2)cc1C	-6
CCCN(C)CC1CCN(C(C)C(=O)Nc2ccc(C(F)(F)F)cc2)C1 (stereo unspecified)	94*
O=c1c2cnc3nc4ccccc4n3c2ccn1-c1ccc(F)c(F)c1	-9
O=C(CN1CCCC1)c1ccc(Cl)s1	2
CCc1c(C)nn(CC(=O)N2CCn3cccc3C2C)c1C (stereo unspecified)	-11

Ordered by SMILES length (falling): 3 of the compounds above.
SMILES	mcGAS RapidFire
COc1ccccc1CCN1CCC(CN(C)C(=O)c2ccc(F)c(Cl)c2)CC1	-7
O=C(Nc1ccc(F)c(F)c1)c1ccc(Br)o1	-3
O=C(CN1CCCC1)c1ccc(Cl)s1	2

Continuation.
SMILES	mcGAS RapidFire
CC(=O)OCc1cnn(Cc2ccc(Br)cc2)c1	-4
COc1cc2c(cc1OC)CN(C1CCCN(C3Cc4ccccc4C3)C1)CC2 (stereo unspecified)	-5
COc1ccccc1N1CCN(Cn2ncn(-c3cccc(Cl)c3)c2=S)CC1	-4
Cc1ccc(C2=NC(=Cc3cc(C#N)n(C)c3C)C(=O)O2)s1	-4
Cc1cccc(CN2CCN(C(=O)CN(C)CC(=O)Nc3cc(F)ccc3C)CC2)c1	-10
O=C1C(NS(=O)(=O)c2cccs2)CCN1c1ccccc1F (stereo unspecified)	15
CCN(CC(=O)NC(C)C)C(=O)c1sccc1C1CC1	1
c1ccc2c(c1)NC1=C3OC[C@@H](O3)[C@H](C1)N2	-6
COc1cc(NC(=O)c2cc(Cl)sc2Cl)c(C(N)=O)cc1OC	-10
Cc1cccc(N2CCN(Cn3nc(-c4cccs4)oc3=O)CC2)c1	2
O=C1NC2=C(C(=O)N(CCO)C2)C(c2ccc(F)cc2)N1 (stereo unspecified)	17
C=C1CCC(OC(C)=O)/C(C)=C/C[C@@H]2[C@@H]1CC2(C)C (stereo partly specified)	-4
C/C=C/C(=O)Nc1ccccc1-c1ccc(-c2ccn[nH]2)cc1	-9
Cc1cc(C)c(N2CC(c3nc4ccccc4n3C(C)C)CC2=O)c(C)c1 (stereo unspecified)	-1
C=CCn1c(=S)sc2c(=O)[nH]cnc21	5
O=[N+]([O-])c1ccc(Nc2ccccc2O)c([N+](=O)[O-])c1	-9
COc1ccc(CCCNC(=O)c2ccc(N3CCCC(O)C3)nc2)cc1 (stereo unspecified)	-6
O=C(c1cccc(Cn2cccn2)c1)N1CC[C@@H](c2ccc(F)cc2)[C@H](O)C1	-28
O=S(=O)(c1cc2c(cc1Br)OCCO2)N1CCc2sccc2C1	11
CC(C(N)=O)N1CCCN(S(=O)(=O)c2ccc(F)cc2)CC1 (stereo unspecified)	-6
O=C(Nc1ncccc1O)c1ccccc1Br	-3
COc1cccc(CN(C)C(=O)c2sc(=O)n(CCc3ccccc3)c2C)c1	-8
O=S1(=O)CCN(c2cccc(NS(=O)(=O)c3cccc(F)c3F)c2)CC1	-11
CC1=C(C(=O)N2CCOCC2)C(c2ccc(N(C)C)cc2)N(C)C(=S)N1C (stereo unspecified)	5
CC1CN(C(=O)Nc2ccccc2C(F)(F)F)c2cccnc2N1 (stereo unspecified)	3
CC(=O)Nc1ccc(CN2CCN(Cc3ccc(C)o3)C(CCO)C2)cc1 (stereo unspecified)	-10&-8
Clc1ccc(Nc2nc(NCCN3CCOCC3)nc3nccnc23)cc1	14
Cc1nn(-c2ccccc2)c(N)c1N=Nc1cccnc1	-5
CN(C)c1cccc(C(NC(=O)c2cc(F)ccc2C(F)(F)F)c2ccc(S(C)(=O)=O)cc2)c1 (stereo unspecified)	11
CS(=O)(=O)N1CCC(NCc2cnn(Cc3ccccc3)c2)CC1	-14
O=C(NCC1Cc2cc(-c3cnccn3)ccc2O1)C1CCCc2c1[nH]c1ccccc21 (stereo unspecified)	-9
C1COC(COCc2nn3c(C4CC4)nnc3s2)C1 (stereo unspecified)	-12
O=C(NCc1ccc(S(=O)(=O)N2CCCC2)s1)c1ccccc1[N+](=O)[O-]	-1
FC(F)(F)c1ccc(-c2noc(CN3CCCC(CN4CCOCC4)C3)n2)cc1 (stereo unspecified)	-11
O=c1[nH]c2ccc(S(=O)(=O)Nc3ccc(N4CCOCC4)cc3)cc2o1	3
COc1ccc(C(CC(=O)N(C)Cc2ccncn2)c2ccccc2)cc1 (stereo unspecified)	-5
Cc1cccc(C(NC2CCN(C(=O)C(C)C)CC2)c2cccs2)c1 (stereo unspecified)	-13
Cc1cc(=O)[nH]c(-n2nc(-c3cccs3)cc2NC(=O)CC(C)(C)C)n1	-1
OCC1(Cc2ccccc2)CCCN(Cc2ccc(F)cc2Cl)C1 (stereo unspecified)	-7
NNc1ccc(-c2cccc([N+](=O)[O-])c2)nn1	-6

Three entries already listed, ordered by the value under mcGAS RapidFire, low to high:
Compound | mcGAS RapidFire
Cc1cccc(C(NC2CCN(C(=O)C(C)C)CC2)c2cccs2)c1 (stereo unspecified) | -13
O=C(NCC1Cc2cc(-c3cnccn3)ccc2O1)C1CCCc2c1[nH]c1ccccc21 (stereo unspecified) | -9
NNc1ccc(-c2cccc([N+](=O)[O-])c2)nn1 | -6

Carrying on.
SMILES	mcGAS RapidFire
CCc1nn(C)c2c(=O)n(CC(O)c3ccccc3)cnc12 (stereo unspecified)	-5
Cc1nc(C)c(CC(=O)N2CCCC(Nc3ccc4c(c3)OCO4)C2)c(=O)[nH]1 (stereo unspecified)	-27
N#CC1CCCCC1OC(=O)CCc1nc(C2CC2)no1 (stereo unspecified)	0
COc1ccccc1CN1CCC(Nc2ncnc3nc[nH]c23)CC1	0
Cc1ccccc1-n1ncc2c(C)nn(CC(=O)N3CCN(c4ccccc4)CC3)c(=O)c21	-9
COc1ccc(-c2noc(C3CC3c3ccco3)n2)cc1 (stereo unspecified)	44
CCN(Cc1ccc(OC)cc1)C(=O)c1cn2c(n1)CNCC2	-13
CCC(C)C(C)N(C(=O)c1cc(S(C)(=O)=O)ccc1C)C1CC1 (stereo unspecified)	-5
O=C(CCC1CCCN(C(=O)CCc2ccccc2Cl)C1)NC1CC1 (stereo unspecified)	2
CN(Cc1ccc2nonc2c1)C(=O)c1cn(Cc2c(F)cccc2F)nn1	-3
Cn1ccn2ncc(C(=O)NCc3ccncc3)c12	-8
COc1cc(C)c(CN2CCN(C(=O)C3=COCCO3)CC2)cc1OC	1
CCc1ccccc1NC(=O)CN(C)C(=O)C1CCN(C(=O)c2ccc(F)cc2F)CC1	9
Cc1ccc(Cn2ccsc2=NC(=O)CCc2c[nH]c3ccccc23)cc1	-1
CCN(CC(=O)NC)S(=O)(=O)c1cc(Br)ccc1F	7
CN1CCCC(C)(C(=O)NCc2cc(F)ccc2F)C1 (stereo unspecified)	0
O=c1oc(-c2ccc(C(F)(F)F)cc2)nn1Cc1cc(Cl)ccc1O	-12
C/C(=N/OC(=O)c1ccccc1C)c1ccc(Cl)cc1Cl	-2
S=c1[nH]nc(-c2ccccc2Br)o1	22
O=C(NCCN1CCCc2ccccc21)[C@@H]1C[C@@H]2C=C[C@H]1C2	1
CN1CCN(Cc2ccc(-n3cccn3)cc2)CC1C(=O)O (stereo unspecified)	-6
Cc1ccc(S(=O)(=O)OCC2CCCO2)cc1 (stereo unspecified)	6
COc1ccc(C2N=C(SC)NC(C)=C2C(=O)OC(C)C)cc1 (stereo unspecified)	8
